Screening results from PubChem BioAssay.
GAA glycogen mod = alters human alpha-glucosidase cleavage of glycogen; Potency, µM (titrated, usually from 76.4 µM), without a hit: at the top dose activity change, negative = inhibition, actives largely listed as inhibitors; hit rate 0.38% among 300,000; recombinant GAA, glycogen substrate, Amplex Red glucose oxidase fluorescence; AID 2100; active means well fitted inhibition curve with a large enough effect; inconclusive means small, poorly fitted or top-dose-only effect, or another doubt; inactive means no such curve, though single readings can be large or run the other way;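 further: 0% = full enzyme reaction and -100% = no-enzyme basal signal; the screen sought inhibitors and activators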
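Recombinant enzyme (4 nM final) with compounds titrated up to 77 uM and bovine liver glycogen (30 ug) in citrate pH 5.0, 0.01% Tween-20, 37 C 40 min. Released glucose detected by Amplex Red/glucose oxidase (Ex 573/Em 610); AC50 from Hill fits.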
* hit, by the source's call; [ ] = another dose, or the depositor's remark. Potency means the concentration at half of the fitted maximal effect.

How did COCCCN1C(=O)C(=O)/C(=C(/O)c2ccc(S(=O)(=O)N3CCOCC3)cc2)C1c1ccc(Cl)cc1 (stereo not drawn) do in these assays?
GAA glycogen mod: -9%[76.3 µM]

What do the screens show for `O=C(NC(=S)Nc1ccccc1Cl)c1cncc(Br)c1`?
GAA glycogen mod: 5%[76.3 µM]

Results for Cc1ccc(C(=O)Nc2ccc3c(c2)OCO3)cc1S(=O)(=O)N1CCOCC1 ?
GAA glycogen mod: 2%[76.3 µM]

How did O=C(O)c1cc(S(=O)(=O)Nc2cccc3ccccc23)c(Cl)cc1Cl do in these assays?
GAA glycogen mod: -22%[76.3 µM]

Results for COc1ccc(-n2ccc(=O)c(C(=O)O)n2)cc1 ?
GAA glycogen mod: 5%

How did COC(=O)NN=C1CCC(c2ccccc2)CC1 (stereo not drawn) do in these assays?
GAA glycogen mod: 2%[76.3 µM]

Results for Cc1ccc(S(=O)(=O)NCc2ccccc2C)cc1 ?
GAA glycogen mod: -9%[76.3 µM]

How did CC(=O)C1=C(C)Nc2ncnn2C1c1ccc(F)cc1 (stereo not drawn) do in these assays?
GAA glycogen mod: -6%[76.3 µM]

Results for CC(C(=O)NCc1ccccc1Cl)N1C(=O)c2ccccc2C1=O (stereo not drawn) ?
GAA glycogen mod: 4%

How did O=C(CCC(=O)Nc1ccc(F)cc1)N/N=C/c1ccc(Br)cc1 do in these assays?
GAA glycogen mod: -2%

Results for COc1cccc(Cn2cc(C)cc(NC(=O)NCc3ccccc3)c2=O)c1 ?
GAA glycogen mod: 0%[76.3 µM]

Results for O=C(NCc1cccnc1)Nc1cc(Cl)cc(Cl)c1 ?
GAA glycogen mod: 1%[76.3 µM]

How did Cc1cccc(N(CC(=O)NC2CCCC2)C(=O)CCC(=O)Nc2nc(C)cs2)c1 do in these assays?
GAA glycogen mod: -3%

What do the screens show for `O=C(CC(n1cncn1)C(Cl)(Cl)Cl)c1ccc([N+](=O)[O-])cc1` (stereo not drawn)?
GAA glycogen mod: -2%

How did COc1ccccc1CNC(=O)[C@H](NC(=O)C1CCN(C(=O)[C@@H](N)CCSC)CC1)C(C)C do in these assays?
GAA glycogen mod: -14%[76.3 µM]

How did CCOc1ccc(NCc2cccn2-c2nnc(N3CCC(C(=O)NCCCN4CC(C)CC(C)C4)CC3)s2)cc1 (stereo not drawn) do in these assays?
GAA glycogen mod: inconclusive

How did CCOC(=O)c1ccc(N=Cc2c(O)c3ccccc3oc2=O)cc1 do in these assays?
GAA glycogen mod: 0%

Results for Cc1sc2ncn(CC(=O)N3CCN(c4ccccn4)CC3)c(=O)c2c1S(=O)(=O)N1CCCCC1 ?
GAA glycogen mod: -11%[76.3 µM]

How did CN1C(=O)/C(=C/c2ccc(OCc3ccccc3F)cc2)N(C)C1=S do in these assays?
GAA glycogen mod: -5%[76.3 µM]

Results for NC(=O)C1CCN(C(=O)Cc2ccsc2)CC1 ?
GAA glycogen mod: 5%[76.3 µM]

3 structures already listed, sorted by formula weight, low to high:
Results for CC(C(=O)NCc1ccccc1Cl)N1C(=O)c2ccccc2C1=O (stereo not drawn) ?
GAA glycogen mod: 4%

Results for COc1cccc(Cn2cc(C)cc(NC(=O)NCc3ccccc3)c2=O)c1 ?
GAA glycogen mod: 0%[76.3 µM]

How did O=C(O)c1cc(S(=O)(=O)Nc2cccc3ccccc23)c(Cl)cc1Cl do in these assays?
GAA glycogen mod: -22%[76.3 µM]

Going on with the list:
Results for CN1CCN(C(=O)c2cc(=O)c3cc(Cl)cc(Cl)c3o2)CC1 ?
GAA glycogen mod: -11%

What do the screens show for `O=C(C1CC(=O)N(C2CCCCC2)C1)N1CCN(c2cccc(C(F)(F)F)c2)CC1` (stereo not drawn)?
GAA glycogen mod: -4%[76.3 µM]

What do the screens show for `C[C@H](NC(=O)C1CC(=O)N(c2ccc3c(c2)OCO3)C1)C(=O)NC1CCCCC1` (stereo partly drawn)?
GAA glycogen mod: 8%[76.3 µM]

What do the screens show for `O=S(=O)(NCC(c1ccccc1)N1CCC(O)CC1)c1ccc(Cl)cc1` (stereo not drawn)?
GAA glycogen mod: 9%[76.3 µM]

Results for Cc1ccc(-c2ccc(=O)n(CCC(=O)N3CCN(c4ccccc4)CC3)n2)cc1 ?
GAA glycogen mod: 1%

How did Cc1ccc2c(c1)cc1c(=O)n(CC(=O)N3CCCC3)nc(C)n12 do in these assays?
GAA glycogen mod: -4%[76.3 µM]

What do the screens show for `CCc1ccc(N(CC(=O)N2CCOCC2)S(C)(=O)=O)cc1`?
GAA glycogen mod: -2%[76.3 µM]

Results for CN1C(C)(C)CC(NC(=O)c2ccco2)CC1(C)C ?
GAA glycogen mod: -4%[76.3 µM]

Results for Cc1cccc(C)c1NC(=O)NC1(C(=O)NCc2ccncc2)CCCCC1 ?
GAA glycogen mod: 9%[76.3 µM]

What do the screens show for `CCOC(CCNC(=O)CCC(=O)Nc1ccc2nc(N3CCN(C)CC3)cc(C)c2c1)OCC`?
GAA glycogen mod: -2%

How did CCCCC(=O)Nc1ccc(N2CCN(c3ccc(F)cc3)CC2)cc1 do in these assays?
GAA glycogen mod: -1%

Results for COc1cccc2cc(C(=O)Oc3ccccc3)c(=O)oc12 ?
GAA glycogen mod: 1%[76.3 µM]

What do the screens show for `CCOc1ccccc1NC(=O)c1nnn(-c2ccc3c(c2)OCCO3)c1N`?
GAA glycogen mod: -5%[76.3 µM]

How did O=NNc1nc2ccccc2n1Cc1ccccc1 do in these assays?
GAA glycogen mod: -19%[76.3 µM]

How did O=c1cc2oc3cc(O)c(O)cc3c(-c3ccccc3[N+](=O)[O-])c-2cc1O do in these assays?
GAA glycogen mod: inconclusive

Results for Cc1oc2cc3oc(=O)c(CCC(=O)NCCCN4CCOCC4)c(C)c3cc2c1C ?
GAA glycogen mod: 9%[76.3 µM]

Results for CCOc1ccccc1N(CC(=O)N1CCCC1)S(C)(=O)=O ?
GAA glycogen mod: -6%[76.3 µM]

What do the screens show for `CC(Sc1ncn[nH]1)C(=O)NCc1ccccc1` (stereo not drawn)?
GAA glycogen mod: -9%[76.3 µM]

How did COc1ccc(NC(=O)CSc2nnnn2C2CCCCC2)c(OC)c1 do in these assays?
GAA glycogen mod: 0%

What do the screens show for `CC12CC3(C)CC(C)(C1)CC(C(=O)NCCc1ccc(S(N)(=O)=O)cc1)(C2)C3`?
GAA glycogen mod: 0%

What do the screens show for `Cc1ccccc1N1CCN(C2CCCN(C(=O)c3ocnc3C)C2)CC1` (stereo not drawn)?
GAA glycogen mod: -3%[76.3 µM]

How did CC(=O)c1cccc(NS(=O)(=O)c2ccc(NC(=O)N3CCCCC3)cc2)c1 do in these assays?
GAA glycogen mod: -1%[76.3 µM]

How did Cc1ccnc(NS(=O)(=O)c2ccc3ccccc3c2)n1 do in these assays?
GAA glycogen mod: 17%[76.3 µM]

How did O=C(CSc1nc2ncccc2[nH]1)NC1CCCC1 do in these assays?
GAA glycogen mod: -4%[76.3 µM]

What do the screens show for `COc1ccccc1N(CC(=O)Nc1ccccc1C(=O)N1CCCC1)S(C)(=O)=O`?
GAA glycogen mod: 2%[76.3 µM]

What do the screens show for `S=c1[nH]nc(COc2ccccc2)n1/N=C/c1c(Cl)cccc1Cl`?
GAA glycogen mod: 3%

Results for O=C(CN(Cc1ccccc1)S(=O)(=O)c1ccc(Br)cc1)NCC1CCCO1 (stereo not drawn) ?
GAA glycogen mod: 5%[76.3 µM]

What do the screens show for `CC(NC(=O)CNC(=O)Cc1cccc2ccccc12)c1ccc(S(N)(=O)=O)cc1` (stereo not drawn)?
GAA glycogen mod: -3%[76.3 µM]

What do the screens show for `COc1ccc(OCC(=O)Nc2ccc(NC(=O)c3ccco3)c(C)c2)cc1`?
GAA glycogen mod: 0%[76.3 µM]

Results for N#Cc1ccc(OCC(=O)OCCCOC(=O)COc2ccc(C#N)cc2)cc1 ?
GAA glycogen mod: -3%[76.3 µM]

What do the screens show for `CC(=O)Nc1cccc(-c2nnc(-c3ccc(C)cc3)o2)c1`?
GAA glycogen mod: -4%[76.3 µM]

Results for O=C(O)c1cccc(S(=O)(=O)N2CCCC(c3nc4c(nnn4Cc4ccc(F)cc4)c(=O)[nH]3)C2)c1 (stereo not drawn) ?
GAA glycogen mod: -2%

Results for CCCN(C(=O)C1CCCN(c2ncnc3c2nc2n3CCCCC2)C1)c1ccc(F)cc1 (stereo not drawn) ?
GAA glycogen mod: -11%[76.3 µM]

Results for CC(C)(C)OC(=O)N1CCN(C(=O)c2[nH]cnc2C(=O)N[C@@H](Cc2ccccc2)C(=O)OCc2ccccc2)CC1 ?
GAA glycogen mod: -11%[76.3 µM]

How did O=C(CCc1ccccc1)NCc1ccc2c(c1)OCO2 do in these assays?
GAA glycogen mod: -8%[76.3 µM]

How did CNC(=O)NC(=O)C(NC1CCCc2ccccc21)c1ccccc1 (stereo not drawn) do in these assays?
GAA glycogen mod: 2%

Results for COc1ccc(C(=O)NC(=S)Nc2ccc(N3CCOCC3)cc2)cc1Cl ?
GAA glycogen mod: -22%[76.3 µM]

What do the screens show for `Cc1ccc(C(=O)N2CCCCCC2)cc1S(=O)(=O)N1CCOCC1`?
GAA glycogen mod: -1%[76.3 µM]

What do the screens show for `COc1cc(SC)ccc1C(=O)NCCNC(=O)c1nonc1N`?
GAA glycogen mod: -1%

Results for CCOc1ccc(CSc2nc(C)cc(COC)c2C#N)cc1OCC ?
GAA glycogen mod: 8%

Reprinted from the part before: two compounds, followed by the next part.
What do the screens show for `COc1cc(SC)ccc1C(=O)NCCNC(=O)c1nonc1N`?
GAA glycogen mod: -1%

Results for CCOc1ccc(CSc2nc(C)cc(COC)c2C#N)cc1OCC ?
GAA glycogen mod: 8%

How did Cc1ccc(C)c(N2CCN(c3ncccc3[N+](=O)[O-])CC2)c1 do in these assays?
GAA glycogen mod: -4%

Results for O=C(O)c1ccc2c(c1)C(=O)N(c1cc([N+](=O)[O-])ccn1)C2=O ?
GAA glycogen mod: 7%

Results for COc1cc(/C=C(/C(=O)O)c2ccc(-c3ccccc3)cc2)cc(OC)c1OC ?
GAA glycogen mod: 1%

How did O=C(Nc1ccnn1C1CCN(CC2CC=CCC2)CC1)c1ccccc1 (stereo not drawn) do in these assays?
GAA glycogen mod: -19%[76.3 µM]

What do the screens show for `O=c1c(CN2CCN(Cc3ccccc3F)C(CCO)C2)coc2ccccc12` (stereo not drawn)?
GAA glycogen mod: 11%[76.3 µM]

What do the screens show for `COc1ccc(CNC(=O)N2CCN(c3ccccc3OC)CC2)cc1`?
GAA glycogen mod: -12%

How did Cc1cc(C)c(S(=O)(=O)N2CCCC(C(=O)NC3CCCC3)C2)c(C)c1 (stereo not drawn) do in these assays?
GAA glycogen mod: -2%[76.3 µM]

What do the screens show for `O=C1CCN(Cc2ccccc2)CCN1[C@H](CO)c1ccccc1`?
GAA glycogen mod: -10%[76.3 µM]

How did COC(=O)C1(Cc2cc(-c3cccnc3)no2)CCN(C(=O)OC(C)(C)C)CC1 do in these assays?
GAA glycogen mod: -4%[76.3 µM]

Results for O=C(OCC(=O)N1CCOCC1)c1ccc(O)cc1 ?
GAA glycogen mod: -6%

How did CNc1ccc(Oc2c(F)c(F)nc(F)c2F)cc1 do in these assays?
GAA glycogen mod: 5%

Results for Cc1ccc(CNC(=O)c2ccccc2NC(=O)CN2CCN(C)CC2)cc1 ?
GAA glycogen mod: 4%

How did CC(C)(C)C(=O)Nc1nnc(SCC(=O)NC2CCCC2)s1 do in these assays?
GAA glycogen mod: 1%

How did CC(C)CN(C(=O)COC(=O)c1nc(Cl)ccc1Cl)c1c(N)n(Cc2ccccc2)c(=O)[nH]c1=O do in these assays?
GAA glycogen mod: -2%[76.3 µM]

Results for CCN(CCNC(=O)c1ccc(C#N)cc1)c1cccc(C)c1 ?
GAA glycogen mod: -10%

How did CCc1ccc(-n2nnnc2SCC(=O)Nc2ccc(NC(C)=O)cc2)cc1 do in these assays?
GAA glycogen mod: -4%[76.3 µM]

How did COc1cc(-c2n[nH]c(=S)n2Cc2ccccc2)cc(OC)c1OC do in these assays?
GAA glycogen mod: -10%

How did CC(Oc1ccc(Br)cc1)C(=O)Nc1ccc(S(=O)(=O)Nc2nccs2)cc1 (stereo not drawn) do in these assays?
GAA glycogen mod: 5%[76.3 µM]

What do the screens show for `CCOP(=O)(OCC)c1nc(-c2ccc(Br)cc2)oc1N1CCCCC1`?
GAA glycogen mod: 0%

How did Cc1ccc[n+](C(C)C(=O)Nc2ccc(C)c(C)c2)c1 (stereo not drawn) do in these assays?
GAA glycogen mod: 3%[76.3 µM]

Results for COc1ccc(CNC(=O)Cc2cn(C)c3ccccc23)c(OC)c1 ?
GAA glycogen mod: 2%

How did O=C(c1ccccc1)N1N=C(c2ccccc2)CC1c1ccccc1 (stereo not drawn) do in these assays?
GAA glycogen mod: 2%

Results for O=C(NCc1cccnc1)c1ccc(NS(=O)(=O)c2ccccc2)cc1 ?
GAA glycogen mod: -1%[76.3 µM]

Results for O=C(CN1CCCC1)Nc1ccc(OC(F)(F)F)cc1 ?
GAA glycogen mod: 3%[76.3 µM]

What do the screens show for `COc1ccccc1NC(=O)NNC(=O)c1ccc2ccccc2c1`?
GAA glycogen mod: -8%[76.3 µM]

What do the screens show for `CCCCn1c(N)c(Sc2ccc([N+](=O)[O-])cc2)c(=O)[nH]c1=O`?
GAA glycogen mod: 12%

For convenience, five of the compounds above.
What do the screens show for `CCOP(=O)(OCC)c1nc(-c2ccc(Br)cc2)oc1N1CCCCC1`?
GAA glycogen mod: 0%

How did Cc1ccc[n+](C(C)C(=O)Nc2ccc(C)c(C)c2)c1 (stereo not drawn) do in these assays?
GAA glycogen mod: 3%[76.3 µM]

Results for COc1ccc(CNC(=O)Cc2cn(C)c3ccccc23)c(OC)c1 ?
GAA glycogen mod: 2%

How did O=C(c1ccccc1)N1N=C(c2ccccc2)CC1c1ccccc1 (stereo not drawn) do in these assays?
GAA glycogen mod: 2%

Results for O=C(NCc1cccnc1)c1ccc(NS(=O)(=O)c2ccccc2)cc1 ?
GAA glycogen mod: -1%[76.3 µM]

A portion of the library; rates above refer to the full screens.
